UPR CHOP act = activators of apoptotic CHOP UPR arm, primary screen, cell-based, CHO-CHOP luciferase reporter, luminescence, uHTS | UPR activation; percent of tunicamycin response over DMSO baseline | activation, % at 10 µM | 330,000 tested, 0.34% active;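 active means at 10 µM dose, activation of 40% or more, normalized to positive control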;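 further: 100% = tunicamycin at 10 µg/mL and 0% = DMSO alone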
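System: CHO-CHOP luciferase reporter cell line; amount: 500 cells/well; buffer or medium: F12 medium containing 10% fetal bovine serum; incubation: 6 h compound exposure at 37 °C after overnight seeding; measured by: luciferase luminescence after 10 min with Steady-Glo reagent; evaluation: % reporter activation, DMSO baseline versus tunicamycin full activation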
UPR XBP1 act = activators of adaptive XBP1 UPR arm, primary screen, cell-based, CHO-XBP1 luciferase reporter, luminescence, uHTS | IRE1-XBP1 UPR activation; percent of tunicamycin response, DMSO as zero | activation, % at 20 µM | 330,000 tested, 0.33% active;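 active means versus positive control, 20 µM dose yields 30% or more activation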;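 further: 100% = tunicamycin at 10 µg/mL and 0% = DMSO only wells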
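Material: CHO-XBP1 cells stably carrying IRE1-XBP1-driven luciferase reporter / Amount: 1000 cells per well / Compound: 20 µM, 1% DMSO / Times: 6 h treatment, 37 °C / Detection: luciferase luminescence / Measure: % activation of reporter signal versus tunicamycin and DMSO controls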
697 NFkB inh = inhibitors of PMA/ionomycin-induced NF-kB reporter, 697 cells, primary screen, B-cell NF-kB inhibitor project, cell-based, luminescence, uHTS; 697 B-cell NF-kB luciferase reporter, 16 h; inhibition, % at 4 µM; 330,000 tested, 0.33% active; in the data active means inhibition above about 35%
Mdm2-MdmX inh = inhibitors of human Mdm2-MdmX association, primary screen, cell-based, luminescence, split luciferase, SaOS-2, uHTS. Protein Mdm4 (Homo sapiens) + E3 ubiquitin-protein ligase Mdm2 (Homo sapiens), …. SaOS-2 split-luciferase Mdm2/MdmX complementation. inhibition, % at 8 µM. 330,000 tested, 3% active;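 active means inhibition of at least 50% at 8 µM in the primary screen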
Target sequence (O15151 whole entry, looked up): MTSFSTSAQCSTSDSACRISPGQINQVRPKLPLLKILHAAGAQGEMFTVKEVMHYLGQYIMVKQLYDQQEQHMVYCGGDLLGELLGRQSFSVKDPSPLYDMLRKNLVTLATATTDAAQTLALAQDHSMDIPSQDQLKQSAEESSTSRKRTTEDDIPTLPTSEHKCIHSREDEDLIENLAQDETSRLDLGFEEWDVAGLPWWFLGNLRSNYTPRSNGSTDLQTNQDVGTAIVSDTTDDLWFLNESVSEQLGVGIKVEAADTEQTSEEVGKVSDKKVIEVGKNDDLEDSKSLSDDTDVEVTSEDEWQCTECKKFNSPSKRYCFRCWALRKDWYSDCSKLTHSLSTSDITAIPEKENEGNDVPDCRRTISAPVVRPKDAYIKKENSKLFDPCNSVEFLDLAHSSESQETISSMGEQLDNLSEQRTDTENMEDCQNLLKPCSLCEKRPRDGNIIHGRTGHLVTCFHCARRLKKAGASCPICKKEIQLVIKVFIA
Target sequence (Q00987 whole entry, looked up): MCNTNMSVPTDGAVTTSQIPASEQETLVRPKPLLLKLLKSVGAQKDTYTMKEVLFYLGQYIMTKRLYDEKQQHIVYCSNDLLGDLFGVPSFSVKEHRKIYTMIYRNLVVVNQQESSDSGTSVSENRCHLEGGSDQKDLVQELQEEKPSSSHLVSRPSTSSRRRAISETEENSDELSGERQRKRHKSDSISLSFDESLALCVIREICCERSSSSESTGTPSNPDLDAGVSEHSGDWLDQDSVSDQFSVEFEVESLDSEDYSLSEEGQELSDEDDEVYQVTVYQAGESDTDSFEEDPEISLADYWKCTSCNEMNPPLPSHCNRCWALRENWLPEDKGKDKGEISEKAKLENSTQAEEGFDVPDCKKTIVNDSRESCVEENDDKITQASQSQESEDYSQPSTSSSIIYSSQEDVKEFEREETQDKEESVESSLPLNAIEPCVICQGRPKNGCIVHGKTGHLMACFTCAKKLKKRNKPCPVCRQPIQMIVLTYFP
tim23-1 inh = growth inhibitors of tim23-1 mutant yeast, primary screen, luminescence, uHTS; S. cerevisiae tim23-1 growth, BacTiter-Glo luminescence, 24 h; inhibition, % at 20 µM; 330,000 tested, 1.3% active;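 active means growth inhibition of the mutant yeast at or above 50%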;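 further: temperature-sensitive mutant grown at 25 °C; plate controls were DMSO-treated mutant yeast for no effect and medium wells lacking yeast for full effect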
tim10-1 inh = growth inhibitors of tim10-1 mutant yeast, primary screen, luminescence, uHTS; S. cerevisiae tim10-1 ts strain growth, BacTiter-Glo, 24 h; inhibition, % at 20 µM; 330,000 tested, 2.2% active;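 active means inhibition of at least 40%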;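 further: mutant grown at 25 °C; 0% = DMSO wells with yeast and 100% = wells holding no yeast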
Jurkat NFkB inh = inhibitors of induced NF-kB luciferase reporter, primary screen, TCR NF-kB activation inhibitor project, cell-based, luminescence, uHTS | AID 435003, 2010 | inhibition, % at 4 µM | Jurkat, PMA/ionomycin-induced NF-kB luciferase reporter | 330,000 tested, 0.53% active; in the data active means inhibition above about 50%
TIM10 inh = growth inhibitors of isogenic TIM10 control yeast, primary screen, counter-screen for tim10-1 yeast inhibitor project, luminescence, uHTS. inhibition, % at 10 µM. 330,000 tested, 1.4% active. S. cerevisiae TIM10 strain growth, BacTiter-Glo luminescence, 24 h;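 active means inhibition of 40% or more at the single tested concentration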;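 further: wild-type TIM10 isogenic control strain grown at permissive 25 °C; 0% = DMSO yeast wells and 100% = minimal medium wells without yeast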
Numbers without * were called inactive; nt = no result given. Random draw from the library; any-hit rate near 6.6%.

nr	SMILES	Jurkat NFkB inh	697 NFkB inh	Mdm2-MdmX inh	TIM10 inh	tim23-1 inh	tim10-1 inh	UPR CHOP act	UPR XBP1 act
1	CCC(CC)c1nnc(NC(=O)COc2ccc3c(C)cc(=O)oc3c2)s1	-19	-7	-20	-22	-1	-12	-1.8	-1
2	N#C/C(=C\c1c(Oc2ccccc2Cl)nc2ccccn2c1=O)C(=O)NC1CCS(=O)(=O)C1 (stereo unspecified)	7	0	-1	-8	3	2	1.6	-7
3	O=C(Nc1cc(C(F)(F)F)ccc1N1CCOCC1)c1cccnc1Cl	3	14	3	11	9	14	0.8	4
4	Cc1cc2ccccc2n2c(SCC(=O)NCC3CCCO3)nnc12 (stereo unspecified)	2	7	16	-4	12	9	1.1	2
5	CC(C)NS(=O)(=O)c1ccc2c(c1)NCC2	0	13	-11	-8	1	-4	2.0	-2
6	CC1(C)CCC(=O)C=C1Nc1ccc(F)c(Cl)c1	1	-18	-8	7	30	13	-0.8	-1
7	CCC(=O)N(CC)Cc1cc(=O)[nH]c2ccccc12	5	-15	-44	14	4	-5	-1.0	5
8	CN1CCN(NC(=O)c2ccc(S(=O)(=O)N3CCCCCC3)cc2)CC1	-9	8	28	-8	14	-1	-1.4	-3
9	CNc1ccccc1	3	16	17	-1	13	4	0.1	0
10	CCC(C)[C@H](NC(=O)c1cc2cc(Cl)ccc2n1C)C(=O)N1CCC[C@H]1C(=O)O (stereo partly specified)	-3	14	14	-12	-7	-8	0.3	-1
11	Cc1ccc(OCC(=O)Nc2cccc(S(=O)(=O)NC3=NCCCCC3)c2)cc1C	3	-5	12	-12	0	15	2.2	-5
12	CCOC(=O)C(NC(=O)c1ccccc1)(N1CCOCC1)C(F)(F)F (stereo unspecified)	3	-15	22	-5	1	3	0.0	1
13	CC(C)(C)N1NC(=O)Nc2ccccc2C1=O	12	11	17	-3	18	6	2.1	0
14	CC(c1ccco1)N(C(=O)Nc1ccccc1)C1CCCCC1 (stereo unspecified)	-20	-10	-1	25	33	48*	-0.2	0
15	CC(C)NC(=O)NC(=O)COC(=O)C1(C)CC1(Cl)Cl (stereo unspecified)	0	17	0	5	32	-7	0.7	-3
16	COc1cc(N(C)C)c([N+](=O)[O-])cc1C(=O)NC(C)CNc1ccc([N+](=O)[O-])cc1Cl (stereo unspecified)	-8	7	3	-22	8	32	2.6	-1
17	Cc1ccc(CNC(=O)CC(C)S(=O)(=O)c2ccc3c(c2)NC(=O)C(C)S3)cc1 (stereo unspecified)	15	6	-12	-3	0	10	2.1	-3
18	COCCNC(=S)Nc1cc(S(=O)(=O)N2CCOCC2)ccc1N1CCCCC1	-12	-48	7	19	12	25	1.2	1
19	CC(NC(=O)c1cc(COc2c(F)cccc2F)on1)c1cnn(-c2ccccc2)c1 (stereo unspecified)	-46	-34	-34	-3	1	13	0.9	3
20	O=C1NN(c2ccccc2)C(=O)/C1=C/c1ccc(-c2ccc(C(=O)O)cc2)o1	0	-2	11	-12	0	-13	2.3	-3
21	CCS(=O)(=O)NCCc1csc(C)n1	9	21	-5	-1	0	4	-1.5	0
22	CCN(CC)c1ccc(/C=N/NC(=O)CNC(=O)c2cccs2)cc1	3	2	29	3	22	18	1.6	-4
23	N#Cc1nc(-c2ccc(OCc3ccccc3)cc2)oc1N1CCC(C(N)=O)CC1	-29	-48	31	3	4	7	-2.7	-2
24	COc1ccc2cc(CCNC(=O)c3ccco3)c(=O)[nH]c2c1	-143	-106	-115	-5	-7	2	2.4	-2
25	COc1ccc2oc(=O)c(C(=O)NCc3ccco3)cc2c1	1	26	-7	-13	-8	-7	1.0	1
26	CC(=O)N(c1nc(CCl)cs1)c1ccc(C)cc1C	3	0	12	0	16	18	-1.0	0
27	CC(C)[C@H](NC(=O)OCc1ccccc1)C(=O)N[C@@H](Cc1c[nH]c2ccccc12)C(=O)O	4	12	-4	-1	10	-1	0.5	-1
28	CC(=O)c1cccc(N2C(=NC(=O)C3CCCCC3)SC3CS(=O)(=O)CC32)c1 (stereo unspecified)	0	7	-3	-1	6	-3	0.2	-4
29	COc1ccc(-c2oc(/N=C/N3CCOCC3)c(C#N)c2-c2ccc(OC)cc2)cc1	-5	1	41	35	15	27	1.6	0
30	O=C(NC1CCCC1)c1ccc(CNc2c(N3CCOCC3)c(=O)c2=O)cc1	-10	-6	-5	-13	6	-12	-0.3	1
31	COc1ccc(COC(=O)c2cc(S(=O)(=O)N3CCCCC3)ccc2N2CCOCC2)cc1	8	-18	17	12	6	13	-0.9	-4
32	Oc1ccccc1/C=N/n1cnn(Cc2ccccc2Cl)c1=S	-1	1	6	10	2	9	0.8	2
33	CCCCn1c(SCc2nnc(-c3ccccc3)o2)nc2c1c(=O)n(C)c(=O)n2C	1	-5	1	19	26	38	0.2	2
34	CN1C(=O)C(CC(=O)NCCc2ccccc2)N(NC(=O)c2ccc(Cl)cc2)C1=S (stereo unspecified)	-18	4	3	0	7	7	-1.3	-3
35	Cc1ccc(CC(=O)OCCNC(=O)c2cccnc2)cc1	-4	7	9	2	4	-4	-0.8	0
36	CC(=O)c1cccc(NC(=O)N2CCC(NC(=O)C34CC5CC(CC(C5)C3)C4)CC2)c1	-6	16	21	-21	10	9	0.6	-3
37	COc1cccc(C(O)c2nc3ccccc3n2C(C)C)c1 (stereo unspecified)	-1	-1	9	3	4	7	0.0	-1
38	CN(C)c1ccc(/C=N/Nc2nc3ccccc3o2)cc1	-47	-180	-42	14	5	-9	-5.6	-11
39	Cc1ccc(C(=O)Nc2ccc(N3CCOCC3)cc2)cc1	-53	-44	-11	6	12	-1	6.7	8
40	O=C(NCC1CCC(C(=O)O)CC1)OCc1ccccc1 (stereo unspecified)	-4	-11	-17	-2	1	1	3.2	-1

Another view of 4 compounds above:
22) CCN(CC)c1ccc(/C=N/NC(=O)CNC(=O)c2cccs2)cc1
  Jurkat NFkB inh: 3
  697 NFkB inh: 2
  Mdm2-MdmX inh: 29
  TIM10 inh: 3
  tim23-1 inh: 22
  tim10-1 inh: 18
  UPR CHOP act: 1.6
  UPR XBP1 act: -4

23) N#Cc1nc(-c2ccc(OCc3ccccc3)cc2)oc1N1CCC(C(N)=O)CC1
  Jurkat NFkB inh: -29
  697 NFkB inh: -48
  Mdm2-MdmX inh: 31
  TIM10 inh: 3
  tim23-1 inh: 4
  tim10-1 inh: 7
  UPR CHOP act: -2.7
  UPR XBP1 act: -2

24) COc1ccc2cc(CCNC(=O)c3ccco3)c(=O)[nH]c2c1
  Jurkat NFkB inh: -143
  697 NFkB inh: -106
  Mdm2-MdmX inh: -115
  TIM10 inh: -5
  tim23-1 inh: -7
  tim10-1 inh: 2
  UPR CHOP act: 2.4
  UPR XBP1 act: -2

25) COc1ccc2oc(=O)c(C(=O)NCc3ccco3)cc2c1
  Jurkat NFkB inh: 1
  697 NFkB inh: 26
  Mdm2-MdmX inh: -7
  TIM10 inh: -13
  tim23-1 inh: -8
  tim10-1 inh: -7
  UPR CHOP act: 1.0
  UPR XBP1 act: 1

Next section.
nr	SMILES	Jurkat NFkB inh	697 NFkB inh	Mdm2-MdmX inh	TIM10 inh	tim23-1 inh	tim10-1 inh	UPR CHOP act	UPR XBP1 act
41	COc1ccccc1NC(=O)CSc1nnc(C)n1Cc1ccccc1	6	19	33	20	24	27	-1.5	-1
42	Cc1cc(-c2n[nH]c(=S)n2/N=C/c2ccc(C)o2)n[nH]1	-1	-3	-12	11	6	10	-0.9	-2
43	COc1ccc(C2c3c(noc3C)CC(C)(O)C2C(C)=O)cc1 (stereo unspecified)	-2	-3	-7	18	12	7	-0.1	0
44	Cc1ccc(NC(=O)CCNC(=O)c2ccccc2Cl)nc1	-12	4	0	1	13	-1	0.6	-2
45	COc1ccc2cc(C(=O)/C=C/c3cc(OC)c(OC)c(OC)c3)ccc2c1	35	19	75*	28	30	20	2.8	-1
46	CCc1cccc2c1NC(=O)C2(O)N1CCCC(C)C1 (stereo unspecified)	8	-2	13	6	24	21	2.3	-2
47	CN(C)c1ccc(/C=C/c2nc3ccccc3c(=O)[nH]2)cc1	-53	-124	-49	10	38	34	-7.5	-9
48	O=C(CCSc1ccccc1)Nc1ccc(S(=O)(=O)Nc2ncccn2)cc1	4	22	14	14	-6	-2	0.9	4
49	CC(=O)c1c(C)[nH]c(C(=O)COC(=O)CCOc2ccc(C)cc2)c1C	-8	-22	48	16	15	11	-1.0	-2
50	CC(=O)Nc1ccc(S(=O)(=O)NCc2ccccn2)cc1	17	-16	-5	-17	1	6	2.6	0
51	O=S(=O)(c1ccccc1)N1CCCc2ccccc21	-1	-29	1	-8	5	-7	2.1	-2
52	Cc1cc(C(=O)N2CCc3c([nH]c4ccccc34)C2c2c(F)cccc2Cl)no1 (stereo unspecified)	-4	8	9	16	8	12	0.8	1
53	Cc1cccc(N=Nc2c(O)[nH]c3ccc(Br)cc23)c1	-18	-13	-17	29	17	24	4.7	0
54	CCOC(=O)C1(Cc2ccccc2C(F)(F)F)CCN(CC2CC2)CC1	5	-10	5	13	10	10	-0.8	2
55	O=c1c2c(nc3cc(-c4ccc(Br)cc4)[nH]n13)CCCC2	-73	-216	-146	-5	-16	-13	4.2	0
56	Cc1nc(-c2nc(CC(=O)NNC(=O)c3ccc(Cl)cc3)cs2)cs1	-6	-4	-19	3	10	-6	1.6	-1
57	O=C(O)c1cccc(S(=O)(=O)N2CC=C(c3ccccc3)CC2)c1	2	14	9	4	10	13	-0.5	0
58	Cc1ccc(OC(=S)Nc2ccccc2)c(C)c1	-9	7	-1	21	16	23	-1.2	-2
59	CC1CCCC(NC(=O)COC(=O)/C=C/c2ccc(F)cc2)C1C (stereo unspecified)	8	-6	-2	10	17	10	0.6	1
60	CN(C)C(=O)CCc1ccc2c3c([nH]c2c1)[C@]1(CCc2ccccc2)[C@@H](C(=O)N2CCCCC2)C[C@H](CC(=O)NC(C)(C)C)C(=O)N1CC3	nt	9	-14	4	37	18	3.1	2

Screens (PubChem)
